Bioassay records: PubChem BioAssay, National Center for Advancing Translational Sciences (NCATS)
IL1B secr inh: inhibitors of inflammasome signaling (IL-1 beta secretion) | THP-1 LPS/ATP IL-1B secretion, AlphaLISA, 16 h; active compounds read low | activity change, % at 57.5 µM | 360,000 compounds, 4.7% hits | AID 743279; in the data active = activity change below about -50%; inconclusive = mostly about -30% to -49%; also: % is scaled to controls: 0 for no effect and ±100 for the full control effect
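THP-1 cells pretreated 1 hr with compounds (up to 57.5 uM final), then stimulated with LPS (250 ng/mL final) plus ATP (1.25 mM final); secreted IL-1B measured by AlphaLISA after 16 hr, decreased signal indicating inhibition.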
TGFb SMAD3 inh: inhibitors of TGF-b signaling. HepG2 CAGA-GFP TGF-b/SMAD3 reporter, GFP fluorescence, 18 h; TGF-beta stimulated, 500 pg/mL final. Potency, µM (titrated, usually from 46.1 µM), for inactives: at the highest dose activity, negative = inhibition, actives largely listed as inhibitors. 410,000 compounds, 1.2% hits; also: potency is read from the fitted curve at half-maximal effect; % is scaled to controls: 0 for no effect and ±100 for the full control effect; nearly all actives have a fitted effect of over 65% in size
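Per well, imaged GFP fluorescence of HEPG2 CAGA-GFP cells gives the signal; cells get compound, then TGF-beta (500 pg/mL final), 18 h at 37 degrees C; %Activity versus -TGF-beta and +DMSO controls.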
Nrf2 inh: blocks Nrf2 signaling; 360,000 compounds, 2.1% hits; Potency, µM (top dose mostly 46 µM), for the others: at the top dose activity change, negative = inhibition, usual class: inhibitors; A549 ARE-Fluc reporter, luciferase luminescence, 18-24 h; AID 504444; also: potency is read from the fitted curve at half-maximal effect; % is scaled to controls: 0 for no effect and ±100 for the full control effect; nearly all actives have a fitted effect of over 60% in size
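Quantitative HTS in A549 cells stably bearing an antioxidant response element-firefly luciferase construct. Inhibition of Nrf2-driven transcription was scored by luminescence after 18-24 h of compound exposure at 37 °C.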
Nrf2 ARE act: activates Nrf2 signaling; AREc32 ARE-luciferase reporter (MCF7-derived line), luminescence, 24 h; Potency, µM (highest dose often 46.1 µM), without a hit: top-dose activation, hits mostly activators; 410,000 compounds, 0.31% hits; also: potency is read from the fitted curve at half-maximal effect; % of control where 0% means no effect; nearly all actives have a fitted effect of over 65% in size
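ARE-driven firefly luciferase activity in AREc32 cells measured after a 24 hr compound exposure at 37 deg C, using Steady-Glo reagent and a 30 min room-temperature hold.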
ATXN2 expr inh: inhibitors of ATXN2 expression | HEK-293 ATXN2-luciferase reporter, luminescence, 24 h | 360,000 compounds, 0.72% hits | Potency, µM (series often up to 57 µM), for the others: at the top dose activity change, negative = inhibition, usual class: inhibitors | AID 1745845; also: potency is read from the fitted curve at half-maximal effect; % is scaled to controls: 0 for no effect and ±100 for the full control effect; nearly all actives have a fitted effect of over 55% in size
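ATXN2-luciferase reporter cells (luciferase flanked by upstream and downstream ATXN2 gene portions) were treated 24 h at 37 °C with compounds at up to 57 uM. SteadyGlo luminescence gave expression; GF-AFC fluorescence gave viability.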
MCF10A rerep: DNA re-replication induction in MCF 10a cells. MCF 10A DNA re-replication, Hoechst nuclear intensity, 48 h. Potency, µM (top dose mostly 46.1 µM), without a hit: top-dose activity, positive = re-replication, hits mostly activators. 350,000 compounds, 2.9% hits. AID 624296; also: potency is read from the fitted curve at half-maximal effect; % of control where 0% means no effect; nearly all actives have a fitted effect of over 50% in size
A549 tox: kills or reduces viability of A549 cells in Nrf2 counter-screen. A549 ARE-Fluc cells, CellTiter-Fluor viability, 18-24 h. 390,000 compounds, 0.16% hits. Potency, µM (highest dose often 46 µM), for the others: at the top dose activity change, negative = cytotoxicity, most hits filed as inhibitors; also: potency is read from the fitted curve at half-maximal effect; % is scaled to controls: 0 for no effect and ±100 for the full control effect
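A549 ARE-Fluc cells in 5% FBS OPTI-MEM, 5000 cells/well, rested 2 h then exposed to compounds in concentration-response for 18-24 h at 37 °C. Viability by CellTiter-Fluor fluorescence (Ex 405/Em 525) after 30 min; luciferase luminescence (BugLite, 15 min, RT) read afterwards.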
HepG2 tox: kills HepG2 cells in TGF-b inhibitor counter-screen; HepG2 CAGA-GFP viability, ATP luminescence, 18 h; Potency, µM (top dose mostly 46.1 µM), inactives show at the top dose activity change, negative = cytotoxicity, most hits filed as cytotoxic; 410,000 compounds, 0.76% hits; also: potency is read from the fitted curve at half-maximal effect; some results filed as inactive show a strong effect at the top dose
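CellTiter-Glo luminescence gave cytotoxicity after 18 hours at 37 degrees C. The cells were HepG2 CAGA-GFP in 1% FBS DMEM, stimulated with 500 pg/mL TGF-beta after compound addition. %Activity was normalised to no-cell wells (complete cell-killing) and DMSO (no toxicity), and curves were fitted and classified.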
ATXN viability: cell viability loss in ATXN counter-screen; S2 cells (HEK-293 line with an ATXN2-luciferase reporter) viability, CellTiter-Fluor protease fluorescence, 24 h; Potency, µM (highest dose often 56.7 µM), most hits filed as cytotoxic; 400,000 compounds, 0.49% hits; AID 651635; also: potency is read from the fitted curve at half-maximal effect; nearly all actives have a fitted effect of over 40% in size
Numbers without * were called inactive; i = inactive; ? = inconclusive; . = not tested or not shown; [ ] = dose if it differs, or a comment. Unless noted, calls follow the shape of the dose curve; as a rule, active = well fitted curve in the direction sought with a large enough effect; inconclusive = small, poorly fitted or top-dose-only effect, or another doubt; inactive = no such curve, though single readings can be large; an effect the other way counts as inactive or inconclusive.

SMILES	IL1B secr inh	TGFb SMAD3 inh	Nrf2 inh	Nrf2 ARE act	ATXN2 expr inh	MCF10A rerep	A549 tox	HepG2 tox	ATXN viability
Nc1cccc(-c2cc(-c3ccccc3)nc(-c3cccc(N)c3)n2)c1	-9	-1%	?	11%	-19%	?	-5%	-12%	i
COc1ccc(COC(=O)C2=C(C)NC(=O)NC2c2ccc(F)cc2)cc1 (stereo not given)	-52*	-15%	?	0.2%	-23%	22%	-8%	15%	i
COc1ccc(CCNC(=O)C2CCN(c3nccc(C)n3)CC2)cc1	-16	2%	1%	-0.6%	.	22%	4%	-9%	i
Oc1cccc(C2c3[nH]c4ccccc4c3CCN2Cc2ccoc2)c1 (stereo not given)	-4	?	2%	6.3%	-16%	19%	1%	-27%	i
Clc1ccc(/C=C/c2ncc[nH]2)c(Cl)c1	0	4%	?	?	23%	3%	1%	-24%	i
CCCCn1c(CN2CCOCC2)nc2c1c(=O)n(C)c(=O)n2C	20	6%	-8%	-1.4%	4%	?	-3%	4%	i
O=C(NCCCN1CCOCC1)c1cc(-c2ccccc2)on1	-2	0%	9%	?	3%	-10%	7%	-36%	i
O=c1cc(-c2ccccc2Cl)oc2ccc([N+](=O)[O-])c(O)c12	11	-10%	?	0.3%	10%	0.37µM*	?	-36%	i
Oc1cc(O)cc(/C=C/c2ccc(O)c(O)c2)c1	-2	1%	?	0.8%	58%[activator]	-45%[inhibitor]	?	-24%	?
Cc1csc(Nc2ccc(Cl)cc2)[n+]1-c1ccc(Cl)cc1	?	?	-25%	-0.6%	-18%	?	2%	-29%	.
O=S(=O)(Nc1ccc2oc3c(c2c1)CCCC3)c1cc(Cl)ccc1Cl	.	?	0%	-0.3%	14%	.	-1%	-106%	i
CCOC(=O)C1=C(CN2CCCCC2)NC(=O)NC1c1ccc(C)cc1 (stereo not given)	.	-29%	-11%	0.8%	-7%	.	1%	-6%	i
CCC(Oc1ccccc1)C(=O)Nc1cc(-c2ccccc2F)nn1-c1ccccc1 (stereo not given)	.	?	.	-0.2%	-17%	.	17%	-33%	i
COC(=O)c1cn(NC(=O)c2cccc(N(C)C)c2)c(=O)c2ccccc12	?	1%	-22%	-0.2%	-3%	-1%	0%	5%	i
N#CC1=C2SCN(c3ccccc3)CN2C(=O)CC1c1cccs1 (stereo not given)	?	-6%	?	0.7%	-1%	15%	7%	-2%	i
Cc1nn(CC(=O)O)c(=O)c2cc3cc(F)ccc3n12	.	7%	1%	0.7%	.	.	-1%	13%	.
CCOC(=O)c1noc2ncn(CC(=O)Nc3ccccc3OC)c(=O)c12	.	4%	.	-0.7%	-7%	.	11%	2%	i
Cc1ccc(OCC(=O)NC(=S)Nc2cccc(NC(=O)c3ccccc3Cl)c2)cc1	1	-19%	-7%	-0.3%	-7%	7%	3%	-1%	?
O=C(COc1ccccc1[N+](=O)[O-])Nc1ccc2c(c1)OCO2	20	9%	?	5.7%	35%[activator]	-3%	1%	-23%	i
COc1ccccc1-c1cc(C(=O)N2CCCCC2)no1	16	4%	?	4.8%	86%[activator]	5%	?	-9%	i
Cc1[nH]c2ccc(F)cc2c1CCN(Cc1cccnc1)C(=S)Nc1cccc(F)c1	-15	?	-3%	3.0%	?	?	-14%	-3%	?
Cc1ccc(C)c2sc(NC(=O)c3ccc(S(=O)(=O)N4CCC(C)CC4)cc3)nc12	.	-11%	.	-1.0%	-19%	.	-12%	-42%	i
COc1ccccc1NC(=O)CSc1nnc(CNC(=O)c2ccco2)o1	5	0%	4%	-0.4%	3%	3%	-4%	6%	i
COc1cc(/C=C(\C#N)C(=O)NCC2CCCO2)ccc1OCCC(C)C (stereo not given)	4	-2%	-3%	8.2%	-1%	7%	2%	-49%	i
CCOC(=O)c1cc(-c2cccnc2)nn1-c1ccccn1	-4	-3%	.	-0.8%	7%	-2%	9%	1%	i
O=C(CCN1CCOCC1)Nc1cccc(Br)c1	15	7%	3%	0.5%	6%	121%[0.0737 µM]	-7%	0%	i
O=C(Nc1nc2ccc(Cl)cc2s1)c1cccc(N2C(=O)CCC2=O)c1	10	-8%	?	1.0%	29%	0%	-8%	-36%	i
S=C(Nc1ccccc1)Nc1ccc2cn[nH]c2c1	?	12%	21%	3.9%	.	-2%	0%	17%	.
Cc1c(NS(=O)(=O)c2cc(C(=O)N3CCCC(C)C3)ccc2Cl)c(=O)n(-c2ccccc2)n1C (stereo not given)	-1	0%	-13%	2.8%	-7%	-16%	0%	2%	i
CCN1CCN(S(=O)(=O)c2ccc(Cl)c(C(=O)N(C)C3CCCCC3)c2)CC1	-2	1%	.	0.4%	.	.	.	-31%	i
Cc1ccc(N(CC(=O)Nc2cccc(F)c2)S(=O)(=O)c2cccs2)cc1	.	-2%	6%	-0.6%	7%	.	-2%	-13%	i
O=C(COc1ccc(Br)cc1CO)Nc1ccccc1F	-12	48%[activator]	.	3.8%	71%[activator]	-2%	0%	0%	i
CCCCNC(=O)c1c(CSc2ccc(Cl)cc2)noc1C(=O)NCc1ccccc1	13	-24%	-25%	0.9%	-14%	1%	-6%	-31%	i
CC(C)(C)c1ccc(O)c(N=Cc2cc3c(cc2[N+](=O)[O-])OCO3)c1	49	6%	?	5.8%	-19%	22%	18%	-13%	i
CCCC(=NC(C)CC)C1=C(O)CC(c2ccccc2)CC1=O (stereo not given)	-67*	-3%	-18%	-0.5%	-20%	-3%	7%	3%	i
COc1ccc(C(C)(O)c2nc(-c3cccs3)cs2)cc1 (stereo not given)	0	-11%	.	5.2%	5%	.	.	-26%	i
COc1cccc(-c2nc(CS(=O)(=O)CC(=O)NCCCN3C(C)CCCC3C)c(C)o2)c1 (stereo not given)	-12	-1%	7%	0.6%	-10%	4%	2%	-3%	i
COC(=O)c1cccc(CSC(=S)N2CCCC2)c1	-9	-8%	-12%	12%	7%	4%	9%	-23%	i
Cc1ccc(SCC(=O)N/N=C/c2ccco2)cc1	-5	-14%	-3%	6.3%	14%	-10%	1%	-28%	i
CN(Cc1ccccc1)C(=O)C1CCN(S(C)(=O)=O)CC1	9	-3%	7%	-0.6%	1%	5%	-6%	-15%	i
CN(C(=O)COC(=O)c1cccc(NS(=O)(=O)c2ccc(F)c(F)c2)c1)C1CCS(=O)(=O)C1 (stereo not given)	-15	-15%	-25%	-1.4%	.	1%	3%	-2%	i
NC(=O)c1ccccc1NC(=O)N1CCOCC1	-6	3%	-16%	0.1%	6%	1%	3%	12%	i
COc1ccc(Cl)cc1N1C(=O)/C(=C\c2sccc2C)N=C1SCC(=O)NC1CC1	?	4%	?	8.3%	-2%	-3%	-21%	1%	i
Cc1nnc(SCC(=O)N2CC(=O)Nc3ccccc32)n1-c1ccccc1	-5	0%	6%	-0.2%	-18%	9%	-1%	-17%	i
COc1ccc(-n2c(-c3ccc(Cl)cc3)n[nH]c2=S)c(OC)c1	-15	-1%	.	-0.5%	.	.	.	-2%	i
CCC(O)CNc1nc(SC)nc2sc3c(c12)CCN(C)C3 (stereo not given)	-3	2%	2%	4.0%	-14%	2%	?	-5%	i
Cc1ccc(C(=O)O)cc1N1CCCC1=O	-3	0%	10%	0.2%	-16%	-61%[inhibitor]	0%	0%	i
OC(c1ccccc1)(c1ccccc1)C1CCN(CCCOc2ccccc2Cl)CC1	?	.	.	-3.5%	?	.	.	.	?
O=C(Nc1cc(Cl)ccc1Cl)N1CCN(C(=O)Nc2cc(Cl)ccc2Cl)CC1	9	-13%	-9%	-0.2%	-26%	11%	-2%	-9%	i
Cc1ccccc1NC(=O)NC(N)=O	-1	-24%	4%	-0.2%	.	-2%	-1%	-12%	i
O=S(=O)(c1ccc(Br)cc1)c1cnc2ccccc2n1	-101*	-26%	-4%	23%	26%	?	0%	-31%	i
Cc1c(C)c2c(OCC(=O)NCc3cccnc3)cc3c(c2oc1=O)CCC(C)(C)O3	11	-7%	2%	-0.9%	-2%	?	10%	10%	i
CO/C=C\C=C/c1nnn(-c2ccc(Cl)cc2)n1	-14	4%	33%	5.9%	23%	27%	1%	-3%	i
N#C/C(=C\c1cccc(F)c1)c1nc(-c2cc3ccccc3oc2=O)cs1	.	-9%	11%	12%	-2%	.	2%	-2%	i
C=CCn1nc2ccccc2c1OCCO	33	9%	4%	-0.8%	45%[activator]	?	-1%	-1%	i
CCN1CCN(c2cc(C)c3cc(NC(=O)CCC(=O)Nc4ccc(OC)c(OC)c4)ccc3n2)CC1	-6	22%	-9%	2.0%	.	26%	-2%	-10%	i
CC(C)c1ccc(S(=O)(=O)N2CCN(C(=O)CN3C(=O)c4ccccc4C3=O)CC2)cc1	30	0%	2%	0.2%	12%	-1%	4%	-2%	i
COc1cc(CN2CCC(Oc3cc(C(=O)NC4CC4)ccc3OC)CC2)cc(OC)c1	-19	-18%	3%	3.0%	-8%	1%	2%	-21%	i
CCOc1ccccc1N(CC(=O)Nc1ccccc1C(=O)N1CCOCC1)S(C)(=O)=O	-10	-2%	1%	0.4%	-3%	1%	-2%	-13%	i

Of the compounds above, these contain a cyano group:
SMILES	IL1B secr inh	TGFb SMAD3 inh	Nrf2 inh	Nrf2 ARE act	ATXN2 expr inh	MCF10A rerep	A549 tox	HepG2 tox	ATXN viability
N#CC1=C2SCN(c3ccccc3)CN2C(=O)CC1c1cccs1 (stereo not given)	?	-6%	?	0.7%	-1%	15%	7%	-2%	i
COc1cc(/C=C(\C#N)C(=O)NCC2CCCO2)ccc1OCCC(C)C (stereo not given)	4	-2%	-3%	8.2%	-1%	7%	2%	-49%	i
N#C/C(=C\c1cccc(F)c1)c1nc(-c2cc3ccccc3oc2=O)cs1	.	-9%	11%	12%	-2%	.	2%	-2%	i
